NTMT1 inh: Primary qHTS for Inhibitors of N-terminal methyltransferase 1 (NTMT1): MTaseGlo Assay; N-terminal Xaa-Pro-Lys N-methyltransferase 1 (Homo sapiens), Q9BV86; AID 1645870, 2021; Potency, µM (top dose mostly 114 µM), for inactives: top-dose activity change, negative = inhibition, actives largely listed as inhibitors; NTMT1 MTase-Glo SAH luminescence, purified enzyme; 59,000 compounds, 2.5% hits;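 further: potency means the concentration at half of the fitted maximal effect; plate controls were DMSO vehicle for no effect and no enzyme for full effect; nearly all actives have a fitted effect of over 65% in size; many of its hits are not listed in these tables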
Target sequence (Q9BV86 whole entry, looked up): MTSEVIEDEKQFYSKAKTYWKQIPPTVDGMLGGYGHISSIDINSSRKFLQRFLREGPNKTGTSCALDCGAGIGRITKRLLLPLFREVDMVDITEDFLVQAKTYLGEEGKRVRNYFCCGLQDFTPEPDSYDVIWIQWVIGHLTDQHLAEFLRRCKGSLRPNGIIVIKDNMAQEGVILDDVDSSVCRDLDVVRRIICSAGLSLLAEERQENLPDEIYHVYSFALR
p53null 32C tox: qHTS Screen for Compounds that Selectively Target Cancer Cells with p53 Mutations: Cytotoxicity of p53 Null Cells at the Permissive Temperature; 55,000 compounds, 0.62% hits; Potency, µM (series often up to 46.1 µM), without a hit: top-dose activity change, negative = cytotoxicity, hits mostly cytotoxic; H1299-neo p53 null cells, ATP luminescence, 24 h, 32C;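 further: potency means the concentration at half of the fitted maximal effect; 0% = DMSO only and -100% = full killing by 100 µM tamoxifen; nearly all actives have a fitted effect of over 55% in size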
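AC50 values derive from Hill modelling of qHTS concentration-response data (up to 46 uM) in H1299-neo cells. Cells were treated 24 h at 32C following overnight attachment at 37C; viability was read as cellular ATP.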
GALK inh: qHTS Assay for Inhibitors of Human Galactokinase (GALK): NCGC Sytravon Library Screen; P51570; recombinant GALK, Kinase-Glo ATP luminescence, 1 h; Potency, µM (top dose mostly 57.5 µM), inactives show at the top dose activity, negative = inhibition, most hits filed as inhibitors; 44,000 tested, under 10 active; AID 1347072, 2019;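 further: plate controls were full GALK reaction for no effect and reaction lacking GALK for full effect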
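5 nM GALK with 35 µM ATP and 100 µM galactose in HEPES pH 8.0, MgCl2, NaCl, DTT, BSA; 1 h RT reaction, remaining ATP detected by Kinase-Glo Plus luminescence after 10 min; qHTS concentration series.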
FH mod: Identification of activators of human fumarate hydratase by quantitative high-throughput screening; FH coupled MDH/diaphorase resazurin fluorescence, 15 min; AID 1347055, 2019; Fumarate hydratase, mitochondrial (Homo sapiens), P07954; Potency, µM (doses to about 79.9 µM), inactives show top-dose activity change, negative = inhibition, usual class: inhibitors; 54,000 compounds, 0.22% hits; further: potency means the concentration at half of the fitted maximal effect; on the % scale 0 is the no-effect control and ±100 the full control effect; the screen sought activators but most active calls are inhibition curves; nearly all actives have a fitted effect of over 45% in size
Target sequence (P07954 whole entry, looked up): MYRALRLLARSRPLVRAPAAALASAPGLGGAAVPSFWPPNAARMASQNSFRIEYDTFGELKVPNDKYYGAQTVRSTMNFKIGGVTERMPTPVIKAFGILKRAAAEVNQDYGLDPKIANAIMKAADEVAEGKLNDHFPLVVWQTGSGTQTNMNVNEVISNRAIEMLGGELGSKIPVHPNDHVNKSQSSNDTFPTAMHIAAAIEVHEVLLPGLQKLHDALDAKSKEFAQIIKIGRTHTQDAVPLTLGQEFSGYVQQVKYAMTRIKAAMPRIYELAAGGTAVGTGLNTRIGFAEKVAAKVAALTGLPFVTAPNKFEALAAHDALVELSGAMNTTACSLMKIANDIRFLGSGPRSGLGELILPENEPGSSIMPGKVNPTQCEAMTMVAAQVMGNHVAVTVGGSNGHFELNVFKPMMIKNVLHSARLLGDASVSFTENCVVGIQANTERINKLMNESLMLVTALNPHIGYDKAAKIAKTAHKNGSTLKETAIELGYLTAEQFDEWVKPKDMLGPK
p53null 39C tox: qHTS Screen for Compounds that Selectively Target Cancer Cells with p53 Mutations: Cytotoxicity of p53 Null Cells at the Nonpermissive Temperature; H1299 p53-null (neo) cells, 39C, ATPlite viability, 24 h; Potency, µM (doses to about 46.1 µM), without a hit: at the highest dose activity, negative = cell killing, actives largely listed as cytotoxic; 55,000 compounds, 0.97% hits;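 further: potency means the concentration at half of the fitted maximal effect; 0% = DMSO only and -100% = full killing by 100 µM tamoxifen; nearly all actives have a fitted effect of over 50% in size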
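Concentration-response (up to 46 uM) was run for 24 h at the nonpermissive 39C on H1299-p53A138V or H1299-neo cells. ATP content was measured with ATPlite luminescence. AC50 values were Hill-modeled after normalizing between DMSO and 100 uM tamoxifen killing.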
B2AR arrestin ag: qHTS assay of beta-arrestin-biased ligands of beta2-adrenergic receptor: NCGC Sytravon Library Screen; Beta-2 adrenergic receptor (Homo sapiens), P07550; HTLA Tango cells, beta-arrestin recruitment, luciferase luminescence, 18 h; Potency, µM (top dose mostly 46.1 µM), without a hit: at the highest dose activation, most hits filed as activators; 44,000 tested, under 10 active; AID 1347077, 2019;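 further: potency means the concentration at half of the fitted maximal effect; 0% = DMSO and full agonism = EC100 isoproterenol or metaproterenol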
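Tango cells expressing recombinant beta2-AR and beta-arrestin were treated with compounds (up to 46 microM titration) in DMEM with 1% FBS for 18 hr at 37 degrees C. Beta-arrestin recruitment drove tTA-dependent luciferase, read by luminescence; curves were fitted and classed.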
PTAP-TSG101 blk: qHTS Validation Assay for Inhibitors of HIV-1 Budding by Blocking the Interaction of PTAP/TSG101: Sytravon Library Screen; Fluorescence polarization, FITC-PTAP peptide/Tsg101, 20 min; Potency, µM (doses to about 115 µM), without a hit: top-dose activity change, negative = inhibition, actives largely listed as inhibitors; 44,000 tested, under 10 active; further: potency means the concentration at half of the fitted maximal effect; 0% is about no effect
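Compounds pinned into 10 uM Tsg101 binding domain, then 50 nM FITC-PTAP peptide added in pH 7.5 HEPES buffer; FP read after 20 min, room temperature. Total S+P intensity flags fluorescent compounds; active cut-off <25 µM, efficacy <60%.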
* hit, by the source's call; ? = inconclusive; / = no result given; [ ] = dose if it differs, or a comment. The call rests on the fitted dose curve; in most records, active means well fitted curve in the direction sought with a large enough effect; inconclusive means small, poorly fitted or top-dose-only effect, or another doubt; inactive means no such curve, though single readings can be large; an effect the other way counts as inactive or inconclusive. Some of the compounds tested; rates above refer to the full screens.

SMILES | NTMT1 inh | p53null 32C tox | GALK inh | FH mod | p53null 39C tox | B2AR arrestin ag | PTAP-TSG101 blk
CCC(C(=O)N1CCN(c2ccccc2)CC1)n1c(C)c2cnn(-c3ccccc3)c(=O)c2c1C (configuration not stated) | 7.9% | 7.9% | 6.6% | -10.4% | -0.1% | -2.8% | 0.2%
COc1ccc(CCNC(=O)NCc2noc3ccccc23)c(OC)c1 | 19.1% | 4.8% | 0.1% | 0.9% | -12.7% | 1.2% | -4.9%
OCc1nc2ccccc2n1Cc1c(F)cccc1Cl | 5.6% | 0.9% | -3.9% | 3.6% | -12.6% | -3.4% | -0.9%
COc1ccc(-c2nc(CS(=O)CC(=O)NCCc3ccc(Cl)cc3)c(C)o2)cc1OC (configuration not stated) | -1.4% | 2.8% | 0.1% | -23.9% | -13.8% | -0.4% | 2.1%
CCOc1ccc(Nc2c(S(=O)(=O)c3ccccc3)cnc3ccccc23)cc1 | -0.7% | 41.9%[activator] | -0.9% | ? | 94.9%[activator] | 0.2% | 2.0%
C=CCc1ccccc1OCCSc1nc(-c2ccccc2F)nc2cc(=O)[nH]n12 | 9.3% | -7.5% | 1.2% | -15.0% | -10.8% | 0.1% | -0.5%
COc1ccc(NC(=O)CSc2c3c(nc4ccccc24)CCC3)c(OC)c1 | 9.8% | 4.4% | 0.3% | ? | 66.0%[activator] | 0.6% | -9.0%
O=C1CCCc2cc(S(=O)(=O)N3CCCC(C(=O)Nc4ccc(F)c(Cl)c4)C3)ccc2N1 (configuration not stated) | -12.0% | 9.9% | 2.0% | -16.3% | -4.2% | -0.2% | -2.2%
CCCCSCCCNC(=O)C1CCC(CNS(=O)(=O)c2ccccc2)CC1 (configuration not stated) | 13.1% | -18.8% | 2.2% | 1.1% | 4.8% | 0.9% | 0.6%
Cc1ccc(CN(Cc2ccco2)C(=O)COc2ccc(Cl)cc2)o1 | -13.1% | 2.4% | 0.0% | -7.9% | -13.2% | -0.7% | -4.0%
COc1ccc(NC(=O)c2sc3nc4c(cc3c2N)CCCCCC4)c(OC)c1 | 13.2% | -8.2% | 0.0% | -0.6% | 7.1% | -2.1% | 0.9%
CCCCN(C)CCCNC(=O)c1ccc2nc(N3CCCCC3)sc2c1 | -26.5% | -1.7% | 6.8% | -7.7% | -16.1% | 8.5% | -8.6%
CCc1ccccc1NC(=O)c1cc2nc(-c3ccc(Br)cc3)cc(C(F)(F)F)n2n1 | -7.5% | 2.9% | 0.1% | -0.1% | -1.8% | -3.2% | 1.6%
CCC(Sc1nnc(C)n2c1cc1occc12)C(=O)Nc1ccccc1F (configuration not stated) | 9.7% | 1.8% | -0.1% | -28.5% | 44.6%[activator] | -0.5% | 8.5%
COC(=O)c1ccccc1NC(=O)CCC(=O)N1CC(C)Sc2ccccc21 (configuration not stated) | 0.6% | -8.9% | 2.2% | -14.2% | -20.5% | -0.3% | -7.0%
COCCCNc1oc(-c2ccc(COc3ccccc3C)o2)nc1C#N | -8.1% | 17.3% | 0.5% | -11.0% | 18.9% | -3.7% | -1.4%
CCOc1ccc(N2CC(c3nc4ccccc4n3CCC3CCCCC3)CC2=O)cc1 (configuration not stated) | 1.2% | 24.4% | 2.8% | ? | 35.3%[activator] | 0.5% | -2.7%
CCc1ccccc1NC(=O)CN(c1cccc(C)c1C)S(C)(=O)=O | 1.9% | -1.0% | 0.4% | -10.2% | 3.7% | -0.2% | 1.1%
C=Cc1ccc(Cn2c(C)c(CNCc3cccc(Br)c3)c(C(=O)O)c2C)cc1 | 2.4% | -1.7% | 7.1% | -8.4% | -26.0% | -2.6% | 1.4%
COc1cc(NC(=O)CCNC(=O)Cn2cnc3ccccc3c2=O)cc(OC)c1OC | 27.3% | / | 2.8% | 2.2% | / | 0.8% | 0.5%
COc1cc(Nc2nc3ccc(Cl)cc3nc2-n2nc(C)cc2C)cc(OC)c1 | 2.9% | 4.9% | -8.1% | 0.7% | -14.5% | -2.0% | -1.2%
Cc1nnc(SCC(=O)Nc2ccc(Br)cc2)[nH]c1=O | 10.3% | 0.3% | -1.1% | 0.0% | 16.8% | -0.6% | -2.4%
Cc1nc2c(c(C)nn2-c2ccccc2)c(C)c1CCC(=O)Nc1ccccc1 | 2.2% | -3.6% | 1.6% | -4.2% | -11.5% | -3.1% | 0.6%
O=C(OCc1cc(=O)n2nc(-c3cccs3)sc2n1)c1ccccc1Br | -2.5% | 1.5% | 0.8% | -13.6% | -8.8% | 0.5% | -0.7%
CCCn1ccc2c(OCC(=O)Nc3ccccc3OCC)cccc2c1=O | 14.9% | -0.7% | -0.7% | -10.9% | 8.1% | -2.3% | -2.6%
CCCOc1ccc(CNC(=O)c2cc3ccccn3n2)cc1 | / | -11.3% | -1.1% | / | -9.7% | -0.6% | 1.5%
COc1ccc(S(=O)(=O)Nc2ccc3c(c2)N(C(C)=O)CCC3)cc1F | -29.5% | -1.3% | -2.4% | ? | -1.1% | 0.2% | -8.6%
CCc1ccccc1S(=O)(=O)Cc1ccc(C(=O)NCCc2ccc(C)cc2)o1 | 11.5% | -7.1% | 7.2% | -3.0% | -5.7% | 0.0% | 1.6%
O=C(CCn1c(=O)c2cccn2c2cccnc21)NCc1ccc(F)cc1 | -3.8% | 3.2% | 0.0% | 7.9% | -7.7% | -0.1% | 0.7%
Cc1c(C(=O)N2CCCCCC2)c(S(=O)(=O)Nc2cccc(C#N)c2)c(C)n1C | 18.5% | -0.4% | 0.5% | -1.6% | -8.5% | -0.4% | -4.5%
Cc1cccc(Cn2c(C)c(CNC3CCCCCC3)c(C(=O)O)c2C)c1 | -9.6% | -0.8% | -12.2% | 0.5% | 6.1% | -3.5% | 0.0%
Cc1ccc(S(=O)Cc2ccc(C(=O)NCc3ccc(OC(C)C)cc3)o2)cc1 (configuration not stated) | -3.1% | -1.9% | 0.0% | 1.3% | 7.8% | -0.4% | -13.5%
COc1ccc(S(=O)(=O)Nc2c(C)nc3nc[nH]n3c2=O)cc1 | 2.1% | -8.4% | 5.3% | -11.2% | -16.3% | 1.1% | 0.3%
Cc1ccc(C(=O)COC(=O)CCC(=O)Nc2ccc(Oc3ccccc3)cc2)cc1C | 5.0% | -0.2% | -1.0% | 3.9% | -20.5% | 0.7% | -1.9%
COc1cc(C)ccc1OCCCn1c(-c2ccc(Cl)cc2)nc2ccccc2c1=O | / | 0.6% | 2.7% | / | 8.0% | -2.3% | -4.4%
CCOc1ccc(NC(=O)Cn2cc(C(=O)C3CC3)c3ccccc32)cc1 | 3.6% | -1.3% | 4.6% | 7.2% | -7.1% | 0.6% | -4.0%

4 entries already listed, sorted by SMILES length, ascending:
SMILES | NTMT1 inh | p53null 32C tox | GALK inh | FH mod | p53null 39C tox | B2AR arrestin ag | PTAP-TSG101 blk
CCCn1ccc2c(OCC(=O)Nc3ccccc3OCC)cccc2c1=O | 14.9% | -0.7% | -0.7% | -10.9% | 8.1% | -2.3% | -2.6%
CCOc1ccc(NC(=O)Cn2cc(C(=O)C3CC3)c3ccccc32)cc1 | 3.6% | -1.3% | 4.6% | 7.2% | -7.1% | 0.6% | -4.0%
CCc1ccccc1S(=O)(=O)Cc1ccc(C(=O)NCCc2ccc(C)cc2)o1 | 11.5% | -7.1% | 7.2% | -3.0% | -5.7% | 0.0% | 1.6%
Cc1c(C(=O)N2CCCCCC2)c(S(=O)(=O)Nc2cccc(C#N)c2)c(C)n1C | 18.5% | -0.4% | 0.5% | -1.6% | -8.5% | -0.4% | -4.5%

Next part
SMILES | NTMT1 inh | p53null 32C tox | GALK inh | FH mod | p53null 39C tox | B2AR arrestin ag | PTAP-TSG101 blk
CCc1cccc(NC(=O)COC(=O)c2cn(CC)c3nc(C)ccc3c2=O)c1 | 4.9% | 8.2% | 7.6% | -12.1% | -13.1% | 0.5% | 3.0%
Cc1ccc(CNC(=O)c2nnn(Cc3ccc(F)cc3)c2N)cc1 | 8.1% | -8.8% | 18.8% | 27.7% | 4.2% | 0.1% | -4.3%
COc1ccc(C2NC(=O)c3c(sc4c3CCN(C)C4)N2)cc1O (configuration not stated) | -6.7% | -3.6% | -1.6% | -20.6% | 2.5% | 1.1% | -10.7%
Cc1ccc2[nH]c3c(=O)n(CC(=O)NCCCN4CCN(c5ccc(F)cc5)CC4)ncc3c2c1 | -3.7% | -3.1% | -0.4% | -2.1% | 1.2% | -0.1% | 0.0%
Cc1nc(-c2cccc(F)c2)sc1CCNC(=O)c1ccc(F)c(F)c1 | 0.0% | 2.7% | 0.5% | ? | 1.3% | -0.6% | 0.0%
COc1ccc(OC)c(NC(=O)c2ccc3c(Cl)c4c(nc3c2)CCCC4)c1 | 6.7% | -7.7% | 9.7% | -1.2% | ? | 1.2% | 0.1%
COc1cccc(NC(=O)CCS(=O)(=O)c2ccc3c(c2)oc(=O)n3C)c1 | -5.8% | 0.3% | 1.5% | -13.3% | -19.2% | 0.3% | -3.8%
COc1ccc(NC(=O)Cn2c(=O)n(-c3ccc(OC)c(OC)c3)c(=O)c3ccccc32)cc1 | 1.5% | 1.9% | 3.2% | 3.6% | -17.4% | 0.9% | -0.6%
Cc1ccc(CN2CCN(CC(=O)Nc3ccc(C)c(C)c3)S2(=O)=O)cc1 | -17.7% | 11.1% | -0.1% | -6.4% | -2.0% | -0.3% | -2.2%
CCOC(=O)c1oc2ccc(S(=O)(=O)n3nc(-c4ccccc4OC)cc3N)cc2c1C | 12.2% | 7.6% | 1.8% | -21.9% | 2.5% | 0.0% | 2.9%
Cc1ccc(CNC(=O)c2ccc(CSCc3ccccc3Cl)o2)cc1 | -6.2% | 2.2% | -2.1% | ? | 1.7% | -0.4% | -0.6%
CCOc1ccc(NC(=O)C2CCCN(S(=O)(=O)c3ccc(Br)s3)C2)cc1 (configuration not stated) | -21.0% | -4.7% | 3.0% | -3.3% | -12.9% | 0.2% | -4.9%
CCOc1ccc2cc(-c3nnc(Nc4ccccc4F)s3)c(=O)oc2c1 | -7.1% | -2.8% | 0.0% | 2.6% | 23.2% | -0.4% | -4.1%
CCc1ccccc1NC(=O)CSc1nnc(-c2cc(OC)c(OC)c(OC)c2)o1 | / | -5.8% | -0.3% | / | -4.7% | -2.3% | 1.3%
